Assay outcomes from PubChem BioAssay.
Wnt act = Wnt/beta-catenin pathway activators, primary screen, cell-based, plate reader, single point. AID 743398, 2014. Wnt/beta-catenin reporter cell assay, activator. 300,000 compounds, 1.2% hits. activation, % at 9.35 µM; in the data active = activation above about 30%, passing the limit was not always enough; inconclusive = no clear call, values can overlap the other calls;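 also: 0% = neutral control wells and 100% = positive control wells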
CAL PDZ FP = CAL PDZ peptide-binding inhibitors, primary screen, biochemical, fluorescence polarization, Cer-tagged CAL PDZ, HTS. Golgi-associated PDZ and coiled-coil motif-containing protein (Homo sapiens), Q9HD26. purified CAL PDZ, TMR-peptide fluorescence polarization, 1 h. inhibition, % at 20 µM. 330,000 compounds, 0.02% hits;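 active = highest replicate inhibition of at least 40%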;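 also: plate controls were DMSO neutral control wells for no effect and unlabeled competitor peptide control wells for full effect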
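Control set: unlabelled peptide and DMSO controls / Material: purified CerCALP PDZ construct / Timing: 1 h incubation at room temperature before polarization reading / Doses: 20 µM, one dose / Detection: fluorescence polarization (mP)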
PvdQ acylase = P. aeruginosa PvdQ acylase inhibitors, primary screen, biochemical, fluorescence, plate reader and imaging, single point; inhibition, % at 10 µM; AID 488965, 2010; 340,000 compounds, 0.063% hits; purified PvdQ acylase; PvdQ acylase [Pseudomonas aeruginosa LESB58]; in the data active = inhibition above about 30%, passing the limit was not always enough; inconclusive = no clear call, values can overlap the other calls;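 also: 0% = vehicle neutral wells and 100% = reference inhibitor wells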
AddAB inh = growth inhibition of E. coli expressing H. pylori AddAB, primary screen, AddAB inhibitor project, absorbance. inhibition, % at 11.9 µM. 330,000 compounds, 0.29% hits. AID 435030, 2010; in the data active = inhibition above about 12%;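 also: 0% = vehicle wells of infected cells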
PfHsp90 yeast 2 = growth inhibition of PfHsp90-expressing yeast, primary screen, antimalarial PfHsp90 inhibitor project, S. cerevisiae, BacTiter-Glo luminescence, single point, set 2 | 310,000 compounds, 0.32% hits | AID 504621, 2011 | BacTiter-Glo ATP, 48 h; yeast lacking PDR1 and PDR3 efflux regulators | inhibition, % at 9.4 µM;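 active = every replicate shows inhibition above about 80%, whatever the replicate mean, limit read from the data; inconclusive = mean inhibition reaches the set limit but some replicate falls short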;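 also: 0% = DMSO neutral controls and 100% = 20 µM radicicol positive controls; yeast relying on Plasmodium falciparum Hsp90 in place of its own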
DAGLB inhibitor = DAGLB lipase inhibitors, primary screen, biochemical, fluorescence, HTS | Diacylglycerol lipase-beta (Homo sapiens), Q8NCG7 | HEK293T DAGLB membrane lysate, EnzChek fluorogenic substrate | inhibition, % at 5.17 µM | 340,000 compounds, 0.059% hits | AID 504411, 2011; in the data active = inhibition above about 34%;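 also: 0% = enzyme with vehicle and 100% = wells lacking enzyme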
Target sequence (Q8NCG7 whole entry, looked up): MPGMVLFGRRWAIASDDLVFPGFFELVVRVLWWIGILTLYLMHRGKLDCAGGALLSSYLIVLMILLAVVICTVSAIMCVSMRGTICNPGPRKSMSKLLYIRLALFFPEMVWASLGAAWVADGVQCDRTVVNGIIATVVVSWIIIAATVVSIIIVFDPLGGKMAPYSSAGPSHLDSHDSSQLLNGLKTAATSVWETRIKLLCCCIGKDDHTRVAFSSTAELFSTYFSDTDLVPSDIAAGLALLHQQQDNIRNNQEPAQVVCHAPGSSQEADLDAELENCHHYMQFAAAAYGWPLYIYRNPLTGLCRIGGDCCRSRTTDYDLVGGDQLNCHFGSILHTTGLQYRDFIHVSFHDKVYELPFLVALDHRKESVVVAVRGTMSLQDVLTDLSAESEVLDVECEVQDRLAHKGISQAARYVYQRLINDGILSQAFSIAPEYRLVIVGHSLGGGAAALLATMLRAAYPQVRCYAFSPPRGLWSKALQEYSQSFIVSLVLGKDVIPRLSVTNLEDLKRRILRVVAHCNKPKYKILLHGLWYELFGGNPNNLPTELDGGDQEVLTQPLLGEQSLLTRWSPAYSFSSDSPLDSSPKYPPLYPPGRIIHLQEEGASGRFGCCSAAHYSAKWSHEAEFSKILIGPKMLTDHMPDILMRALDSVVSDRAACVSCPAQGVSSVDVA
Ecoli viability = E. coli V3065 growth inhibition, primary screen, counter-screen for AddAB inhibitor project, absorbance, OD600 | 330,000 compounds, 0.27% hits | 18 h | inhibition, % at 11.9 µM | AID 449728, 2010;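 active = inhibition above the campaign's mean inhibition across all tested compounds plus 3 SD, cut at about 9.9% in these data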;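 also: uninfected addAB+ strain grown without phage in ampicillin broth; 0% = DMSO wells and 100% = ciprofloxacin 0.95 µg/ml wells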
Tat transport = E. coli Tat export inhibitors, primary screen, MC4100, TorA-mCherry reporter, fluorescence, single point; inhibition, % at 10 µM; 340,000 compounds, 0.036% hits; AID 488895, 2010;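 active = mean replicate inhibition at least 50% and at least half of replicates individually reaching 50%; inconclusive = only one of the two criteria met; inactive = neither criterion met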;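 also: exported cargo escapes ClpAP degradation while cytoplasmic cargo is degraded and loses fluorescence; 0% = median of neutral control wells and 100% = median of NaSCN control wells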
phage Ecoli inh = growth loss of phage-infected E. coli, primary screen, RecBCD inhibitor project, absorbance, with phage, HTS | inhibition, % at 11.9 µM | 360,000 compounds, 0.26% hits | AID 651602, 2012; in the data active = inhibition above about 11%
Rtt109 Vps75 = inhibitors of C. albicans Rtt109/Vps75 HAT, primary screen, biochemical, ThioGlo CoA-SH fluorescence, plate reader | inhibition, % at 34.9 µM | purified Rtt109/Vps75, 4 h | AID 540336, 2011 | Histone acetyltransferase RTT109 (Candida albicans (strain SC5314 / ATCC MYA-2876)), … | 330,000 compounds, 0.16% hits;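 active = inhibition of at least 50% in every replicate; inconclusive = best replicate reaches 50% inhibition but some replicates fall short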
Target sequence (Q5AAJ8 whole entry, looked up): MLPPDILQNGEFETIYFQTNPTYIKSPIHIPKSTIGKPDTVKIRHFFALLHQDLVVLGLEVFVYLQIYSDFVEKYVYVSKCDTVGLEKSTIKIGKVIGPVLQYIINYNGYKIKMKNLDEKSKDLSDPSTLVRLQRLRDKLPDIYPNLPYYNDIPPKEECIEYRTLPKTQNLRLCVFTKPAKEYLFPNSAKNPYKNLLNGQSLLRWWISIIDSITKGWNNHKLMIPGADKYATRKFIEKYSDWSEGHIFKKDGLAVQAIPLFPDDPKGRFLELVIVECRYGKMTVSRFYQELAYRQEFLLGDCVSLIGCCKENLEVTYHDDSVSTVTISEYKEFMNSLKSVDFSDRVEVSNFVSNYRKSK
An asterisk follows results filed as active; ? = inconclusive; nt = not tested or not shown.

SMILES	Wnt act	CAL PDZ FP	PvdQ acylase	AddAB inh	PfHsp90 yeast 2	DAGLB inhibitor	Ecoli viability	Tat transport	phage Ecoli inh	Rtt109 Vps75
COCCCNC(=O)C[C@H]1C[C@H](C(=O)N2CCCCC2)[C@@]2(CCc3ccccc3)c3[nH]c4cc(-c5ccco5)ccc4c3CCN2C1=O	-5	0.5	11	-0.4	-9	1	-2.3	-6	0.2	-5
CCOC(=O)C1CCCN(c2c(N3CCN(C)CC3)c(=O)c2=O)C1 (stereo unspecified)	0	-0.7	-4	0.4	24	5	-0.1	2	1.0	6
Cn1c(=O)c2c(ncn2CCNC2=NCCCCC2)n(C)c1=O	1	-0.8	-5	-2.5	-3	3	-1.3	-10	3.0	5
Nc1cccc2c1C(=O)N(C(=O)c1ccco1)C2=O	2	-1.6	-2	0.4	-16	-1	-0.7	-5	1.5	-24
O=C1CCN1C1(C(=O)NC2CCCCC2)CCCC1	0	0.4	-21	4.8	-3	6	-0.2	-2	1.5	-5
CC(C)CN(CCCNC(=O)CN1N=C(c2ccc(Cl)cc2)CCC1=O)CC(C)C	0	-1.5	-12	2.3	-14	-4	-2.2	-12	-1.8	4
COC(=O)c1sccc1NC(=O)c1ccc(C)s1	34*	nt	-8	-0.4	nt	-21	-2.9	-4	2.7	-3
Oc1ccc(Br)cc1/C=N/NC(=S)NCCc1ccccc1	1	-3.4	2	11	13	9	8.8	3	8.9	-1
CC(=O)c1ccccc1NC(=O)COC(=O)/C(=C/c1ccccc1)n1nnnc1C	1	-2.3	3	3.3	0	1	-2.0	2	-0.1	9
Cc1cc(/C=C(\C#N)C(=O)NC2CC2)c(C)[nH]1	?	-1.5	-8	3.5	-2	2	0.3	-3	2.1	4
Fc1ccc(Oc2cc(N3CCOCC3)nc(-c3ccccc3)n2)c(F)c1	-2	0.2	5	4.0	-4	-6	-0.9	0	1.0	7
CCc1ccc(NC(=O)Cn2c(=O)oc3cc(S(=O)(=O)N4CCOCC4)ccc32)cc1	-3	-0.1	-16	2.1	-38	3	0.1	-8	1.8	-1
O=C(N/N=C/c1ccc(-c2cccc([N+](=O)[O-])c2)o1)c1cccs1	14	0.0	-7	0.2	-11	-1	-0.4	-6	2.1	-2
COc1ccc(-c2nnn(CC(=O)N(CC(=O)NC3CCCC3)c3ccccc3)n2)cc1OC	12	-0.7	-2	-4.0	-20	1	-1.0	-1	7.2	-6
CCN1CCN(CC(O)COC(c2ccccc2)c2ccccc2C)CC1 (stereo unspecified)	-2	0.3	-9	-2.9	4	2	-2.4	-2	1.7	1
O=C(COC(=O)COc1ccccc1)Nc1ccc(S(=O)(=O)N2CCOCC2)cc1	-1	-2.6	9	0.7	nt	-2	-1.1	-11	-0.3	10
O=C1N/C(=C/c2ccc(N3CCOCC3)o2)C(=O)N1c1ccccc1	nt	0.0	9	2.6	17	0	-2.1	17	4.1	4
O=C1OCC2=C1C(c1ccc(F)cc1)c1cc3c(cc1N2)OCO3 (stereo unspecified)	-7	0.2	-6	nt	5	2	nt	-6	4.1	-3
CC(C)NC(=O)NC(=O)CSc1nnc(C(F)(F)F)n1C	-2	-0.5	-11	5.0	11	4	-0.3	1	3.7	-4
COC(=O)c1cc(C#N)c(N(C)Cc2ccccc2)nc1C	-4	-0.4	-5	1.6	nt	-9	0.3	1	1.8	-2
COCC(=O)NC1CC(C)(C)Cc2c1cnn2-c1ccc(F)cc1 (stereo unspecified)	17	-6.0	3	0.7	-6	0	-0.8	5	1.9	-4
CC(=O)c1c(C)[nH]c(C(=O)Nc2ccc(F)cc2F)c1C	5	-1.2	-6	2.0	22	0	-0.1	2	0.9	-2
Cc1cc(C)nc(N2CCCC(C(=O)NCc3cccs3)C2)n1 (stereo unspecified)	-3	0.8	-5	0.6	-17	-1	-1.7	9	1.9	6
O=C1NN(c2ccccc2)C(=O)/C1=C/c1ccc(-c2cccc(C(=O)O)c2)o1	2	-1.3	-3	-3.1	2	9	-1.2	-1	-0.5	9
Cc1ccc([N+](=O)[O-])cc1-c1ccc2cccc(C)c2n1	5	-1.4	-3	4.4	-1	-14	0.4	-3	0.9	-12
C=CCc1cccc2cc(C(=O)NCCOC)c(=O)oc12	14	1.5	5	3.1	4	-2	3.2	-6	-0.8	-6
O=C(COc1cccc(Oc2ccccc2)c1)Nc1ccc(SC(F)F)cc1	-3	-1.6	-9	0.7	-2	-15	0.7	1	-0.9	15
COc1cc(OC)cc(C(=O)NCC(=O)OCC(=O)Nc2ccc3c(c2)OCO3)c1	1	-1.7	-17	-1.3	9	-2	-0.8	3	2.3	-2
O=C(CSc1ncccn1)n1c2c(c3ccccc31)CCCC2	-3	-3.3	-6	-0.1	-25	-7	-0.2	12	-0.2	nt
CCc1cc(C(=O)c2ccc(OC)cc2)c(NC(=O)CN2CCN(C)CC2)s1	?	0.4	-10	1.9	2	-3	-0.9	-4	-2.0	1
CC(Oc1ccccc1)C(=O)N1CCN=C1SCc1ccccc1 (stereo unspecified)	-1	-1.9	1	-1.2	-5	-3	-1.6	5	0.2	-3
CCn1ncc(Cl)c1C(=O)NC(C)c1ccccc1 (stereo unspecified)	-1	-1.3	-9	0.2	20	2	-2.9	-3	2.0	-2
Cc1cccc(NC(=O)c2cccnc2)c1C	-2	0.4	-12	0.4	9	0	1.3	3	3.3	4
COc1cccc(CNC(=O)c2cccnc2Sc2ccc(C)cc2C)c1	1	-2.0	-2	-0.6	17	-4	-1.6	3	1.0	21
CS(=O)(=O)c1ccccc1-c1nnc(NC(=O)c2ccc3ncsc3c2)o1	0	-1.5	-12	-2.9	-30	1	-1.7	-2	1.0	-10
COc1ccc(S(=O)(=O)N2CCCCCC2)cc1NC(=O)Cc1ccccc1F	-3	-0.8	-6	-0.9	-38	-3	0.2	1	2.7	6
Cc1ccc(S(=O)(=O)N2[C@@H](c3ccc(Cl)cc3)C(C(=O)O)=C[C@H]2C(C)(C)C)cc1	10	1.1	-17	2.0	-43	4	-1.6	-7	-1.8	-13
Cc1ccc(C(C)C)c(OCC(=O)Nc2ccccc2N2CCN(C)CC2)c1	nt	-1.3	-6	6.4	8	-3	3.2	6	3.2	23
COc1ccccc1CNC(=O)COC(=O)c1ccc2c(=O)n3c(nc2c1)CCCCC3	6	-0.1	7	-1.9	1	-4	-1.2	-10	3.0	-2
Clc1ccccc1Nc1nc2ccccc2o1	60*	0.3	11	1.9	3	-3	0.2	-7	1.5	0
CCSc1nc(CC)c2c(c1C#N)CCCC2	nt	-1.3	-2	2.9	-7	-11	-0.3	-4	3.3	-5
S=c1[nH]nc(CSCc2ccccc2Cl)n1-c1ccccc1	5	-1.2	4	2.2	26	0	-0.2	-1	1.1	5
COc1ccccc1C(NC(C)=O)c1c(O)ccc2ccc(O)cc12 (stereo unspecified)	0	-1.5	7	0.6	1	2	-2.3	-8	1.2	-5
Cc1nn(-c2ccccc2)c(N2CCCC2)c1C=O	-1	-0.8	-10	2.1	-1	2	-0.2	-19	2.4	nt
O=C(NC1CCCCC1)C12CC3CC(C1)CC(n1cncn1)(C3)C2	nt	-1.0	-9	-0.2	-9	0	-2.5	4	1.0	-6
Cc1ccc(CNC(=O)CN2C(=O)CSc3ccc(S(=O)(=O)N4CCC(C)CC4)cc32)cc1	-3	-1.5	-18	2.0	-2	0	-2.4	5	0.5	9
CCOC(=O)CCn1cnc2ccc([N+](=O)[O-])cc2c1=O	4	-4.0	-5	2.5	6	1	1.5	3	2.1	-1
CC(NC(=O)CNC(=O)C(Cc1ccccc1)NC(=O)OCc1ccccc1)C(N)=O (stereo unspecified)	-1	-0.1	-1	3.8	-16	0	1.4	-21	2.9	nt
CC(C)CCNC(=O)CC1Nc2c3ccccc3nc(=S)n2C1=O (stereo unspecified)	2	-0.8	1	0.0	nt	0	-1.1	-6	1.7	-5
Cc1cc(C)cc(NC(=O)c2ccc(N3C(=O)C4CCCCC4C3=O)cc2)c1 (stereo unspecified)	-2	-3.4	-8	-0.2	30	-1	0.2	3	0.1	1

Nothing new here: 2 of the compounds above.
SMILES	Wnt act	CAL PDZ FP	PvdQ acylase	AddAB inh	PfHsp90 yeast 2	DAGLB inhibitor	Ecoli viability	Tat transport	phage Ecoli inh	Rtt109 Vps75
Cc1nn(-c2ccccc2)c(N2CCCC2)c1C=O	-1	-0.8	-10	2.1	-1	2	-0.2	-19	2.4	nt
O=C(NC1CCCCC1)C12CC3CC(C1)CC(n1cncn1)(C3)C2	nt	-1.0	-9	-0.2	-9	0	-2.5	4	1.0	-6

(cont.)
SMILES	Wnt act	CAL PDZ FP	PvdQ acylase	AddAB inh	PfHsp90 yeast 2	DAGLB inhibitor	Ecoli viability	Tat transport	phage Ecoli inh	Rtt109 Vps75
CCCCSc1nc(NCc2ccco2)c2c3c(sc2n1)COC(C)(C)C3	nt	-0.1	-1	0.5	10	-5	-1.7	0	1.8	1
CC(C)N1CCN(C(=O)c2ccc(NC(=O)c3ccc(Br)o3)cc2)CC1	1	-1.1	-12	1.4	37	-1	-2.0	-7	3.3	-1
CCCCN(C)CCOc1ccccc1OCC	5	-1.9	-14	0.2	33	-1	-2.8	0	1.9	-9
Cn1c(=O)c2c(nc(CN3CCc4ccccc4C3)n2Cc2ccc(Cl)cc2)n(C)c1=O	nt	0.3	9	-0.8	-12	2	-0.6	-16	-0.1	9
CC1CCN(S(=O)(=O)c2ccc(C(=O)N3CCCC3C(=O)O)cc2)CC1 (stereo unspecified)	-2	-0.9	8	-0.2	-7	-2	1.2	2	2.7	13
Cc1ccc(S(=O)(=O)N2[C@@H](c3ccc(Cl)cc3)C(C(=O)O)=CC[C@H]2c2ccc3c(c2)OCO3)cc1	-2	0.2	-2	-1.8	-2	10	-1.1	-7	1.8	-3
CCc1ccc(NC(=O)CSc2nnc(CNC(=O)c3ccc(OC)cc3)o2)cc1	13	-1.2	-11	2.9	-11	1	-1.3	-4	1.0	-9
COC(=O)c1nn(-c2ccc(-c3ccccc3)cc2)cc1O	nt	-2.0	0	1.3	-23	-4	3.1	-2	3.8	-5
Cc1ccc2cc(CCNC(=O)CC(C)(C)C)c(=O)[nH]c2c1C	-2	0.2	-8	1.7	-11	-1	-0.3	-3	0.2	2
CC12CCC(C(=O)N(c3ccccn3)c3ccccn3)(OC1=O)C2(C)C (stereo unspecified)	nt	0.5	-10	3.2	-11	0	0.6	0	2.1	-10
Nc1ccc(NC(=O)NC2CCCCC2)cc1[N+](=O)[O-]	6	-0.1	-9	-1.4	17	7	0.5	3	1.6	-1
O=C(Nc1cccc2ccccc12)c1ccccc1	17	-0.5	-1	1.0	-6	-1	2.5	2	0.7	-8
O=C(O)c1ccc2c(c1)[C@@H]1C=CC[C@@H]1[C@H](c1ccccn1)N2	-2	-0.4	-10	4.1	-34	2	-2.1	1	0.9	4
CCOC(=O)c1ccc(-n2c(CCC(=O)O)ccc2-c2ccc(F)cc2)cc1	-1	0.1	-10	-4.0	-22	7	1.1	10	-2.0	-3
